EWS-Fli block: EWS/Fli-driven NR0B1 reporter inhibitors, primary screen, A673 cells, NR0B1 luciferase, luminescence, MLPCN library. viability-normalised. inhibition, % at 12.6 µM. 350,000 compounds, 0.67% hits;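 active means mean inhibition of at least 50% after viability correction, with every replicate also passing that limit; inconclusive means mean reaches 50% but only one of two replicates passes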;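 further: firefly luciferase signal divided by Alamar Blue viability fluorescence both relative to DMSO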
FN deposit inh: inhibitors of fibronectin matrix deposition, primary screen, AH1F cells, Alexa488-fibronectin fluorescence, plate reader; inhibition, % at 12.6 µM; AH1F fibroblasts, overnight; 350,000 compounds, 0.086% hits;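 active means mean inhibition across replicates of 30% or more, regardless of how many single replicates reach that level; inconclusive means mean under 30% yet at least half of replicates reach 30%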;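 further: positive control wells lacked labelled fibronectin entirely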
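Material – AH1F fibroblast monolayer, labelled fibronectin deposition · Reagent – labelled fibronectin 24 nM · Timing – 1 h adhesion, overnight exposure · Measured by – fluorescence at 485 nm excitation, 525 nm emission · Read-out – inhibition of fibronectin deposition signal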
DENV2 CPE: inhibitors of DENV2 cytopathic effect, primary screen, cell-based, plate reader, single concentration. DENV2-infected cells, cytopathic effect rescue. CPE inhibition, % at 9.99 µM. 350,000 compounds, 1.7% hits; in the data active means CPE inhibition above about 20%, passing the limit was not always enough; inconclusive means no clear call, values can overlap the other calls; tested in BHK-21 cells;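 further: 0% = median of neutral control wells and 100% = median of positive control wells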
miR-122 sensor: miR-122 Renilla sensor signal increase in Huh7, primary screen, miR-122 inhibitor project, cell-based, single point, plate reader; Huh7 miR-122 Renilla luciferase sensor, 48 h; neutral wells = 0, positive control = 100; activation (reporter increase), % at 12.5 µM; 340,000 compounds, 0.3% hits; AID 602342, 2012;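 active means mean replicate activation score at least 90 and every replicate individually at or above 90; inconclusive means only one of the two criteria met; inactive means neither criterion met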;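 further: higher luciferase means less miR-122 activity so hits act as miR-122 inhibitors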
INS-1E GSIS act: GLuc luminescence reporter in INS-1E cells, primary screen for activators of glucose-dependent secretion of insulin; INS-1E GLuc reporter insulin secretion, 2-3 h; activation, % at 16.6 µM; 370,000 compounds, 0.61% hits;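 active means lowest replicate activation of at least 40%, so every replicate reaches that level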;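 further: 0% = median of neutral control wells and 100% = median of IBMX positive control wells; some compounds called inactive have numbers as strong as hits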
PAX8 reporter: inhibitors of PAX8-driven TPO luciferase reporter, primary screen, RMG-I cells, single concentration. SteadyGlo, 24 h. inhibition, % at 12.6 µM. 360,000 compounds, 1.2% hits. AID 652154, 2013;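 active means mean replicate inhibition at least 60% with every replicate also reaching 60%; inconclusive means only one of the two criteria is met; inactive means mean below 60% and not all replicates reaching 60%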;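 further: luciferase light reporting Pax8 driven TPO promoter activity; plate controls were median of neutral control wells for no effect and mitoxantrone controls for full effect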
F508del corr: F508del CFTR correction, initial screen, CFBE line, single point; CFBE cells, YFP halide quenching; stimulated with forskolin plus potentiator P3; % fluorescence drop versus neutral controls; activity (quench increase), % at 7.58 µM; 350,000 compounds, 0.36% hits; AID 720511, 2013;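 active means mean added fluorescence quench of at least 8% versus neutral control, with both replicates also reaching 8%; inconclusive means only one of the mean or replicate conditions met; inactive means mean below 8% and not both replicates reaching 8%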;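 further: cells transiently co-express mutant CFTR-F508del with the halide-sensitive YFP; corrector assay measuring rescue of mutant channel to the surface after 24 h compound exposure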
* = called active by the depositor; ? = inconclusive; nt = no result given; & = joins results of further samples; [ ] = dose if it differs, or a comment.

No.	compound	EWS-Fli block	FN deposit inh	DENV2 CPE	miR-122 sensor	INS-1E GSIS act	PAX8 reporter	F508del corr
1	C[C@@H]1CCCCO[C@@H](CN(C)S(=O)(=O)c2ccccc2)[C@@H](C)CN([C@@H](C)CO)C(=O)c2cc(NS(=O)(=O)c3cn(C)cn3)ccc2O1	-3.3	-8.5	-3.1	16.4[16.7 µM]	6.7	17.4	0.2
2	O=C(O)c1cccc(Nc2ccncc2[N+](=O)[O-])c1	-9.5	5.7	5.0	-22.2	3.9	-3.6	1.1
3	C[C@H]1CN([C@@H](C)CO)C(=O)c2cc(-c3cncnc3)cnc2O[C@H]1CN(C)C(=O)Cc1ccccc1	-6.5	nt	2.4	15.1[16.7 µM]	4.1	-4.7	-1.0
4	C[C@H]1CN([C@@H](C)CO)C(=O)Cc2cc(NS(=O)(=O)c3cn(C)cn3)ccc2O[C@H]1CN(C)S(=O)(=O)c1ccc(F)cc1	-3.5	nt	9.1	5.5[16.7 µM]	14.0	nt	1.4
5	Cc1cccc(NC(=O)CCS(=O)(=O)c2ccc(Cl)cc2)c1	0.6	1.4	1.8	0.0	-0.7	-2.3	-0.4
6	O=C(C[C@H]1CC[C@H]2[C@@H](COC[C@@H](O)CN2C(=O)c2ccccc2F)O1)NCc1ccc(-c2ccccc2)cc1	nt	5.5	-2.4	-3.2[16.7 µM]	-6.4	nt	-2.0
7	COC(=O)C(C(=O)OC)c1ccc(NC(=O)c2cccc(Cl)c2)cc1	15.1	12.4	-2.4	nt	-2.8	-56.8	-0.5
8	CC(c1nc2ccccc2c(=O)[nH]1)N(C)CCOc1ccc(Cl)cc1 (stereo not drawn)	0.4	2.0	6.2	nt	-33.5	6.9	-0.3
9	COc1ccc(-n2nc(C(=O)NCC(=O)NCCC3=CCCCC3)c3ccccc3c2=O)cc1	-2.9	8.9	5.7	0.7	-27.8	7.8	1.8
10	O=C1c2ccccc2C(c2nnnn2-c2ccc3c(c2)OCCO3)N1Cc1cccc(F)c1 (stereo not drawn)	-1.3&1.3	2.5	-5.2&7.5	nt	-9.6&-3.2	7.9&-9.8	-2.8&5.5
11	CCOP(=O)(c1ccc(N(C)C)cc1)C(O)c1ccccc1F (stereo not drawn)	-10.2	-0.8	-2.1	-2.6	-10.5	-11.7	0.5
12	COc1cc2c(cc1OC)C(c1ccco1)CC(=O)N2 (stereo not drawn)	0.7	3.5	-2.9	0.0	nt	-0.9	0.5
13	CCCCCC(=O)NC(=S)NC1C2CC3CC(C2)CC1C3 (stereo not drawn)	5.7	-1.6	1.3	nt	-5.7	3.6	1.7
14	CCOC(=O)C(C)NC(=O)CCc1nnc2ccc(N3CCCCC3)nn12 (stereo not drawn)	4.3	4.9	2.2	-0.3	13.5	-2.0	0.7
15	c1ccc2sc(-n3cc(C4CCCCC4)nn3)nc2c1	8.1	-5.2	-3.5	nt	nt	-80.0	-3.2
16	COc1ccc([C@@H]2C[C@H]3[C@@H](CN2S(=O)(=O)c2ccccc2)C(=O)C[C@@H](c2cccc4ccccc24)N3S(=O)(=O)c2ccc(C)cc2)cc1	-4.1	4.0	12.8	1.3	-21.1	1.9	-0.4
17	CCOc1ccccc1NC(=O)c1cc(S(=O)(=O)N2CCC3(CC2)OCCO3)ccc1F	nt	-8.7	nt	1.2	-4.5	nt	nt
18	CCOC(=O)c1c(C)[nH]c(C2=NNC(=Nc3ccccc3OC)SC2)c1C	-55.1	-6.4	-0.9	-8.4	22.7	74.2*	2.4
19	CCN(CC)c1ccc(S(=O)(=O)N2CCCCC2)cc1NC(=O)CSCc1c(C)noc1C	18.1	4.2	2.9	nt	-24.0	29.1	0.1
20	CN(C)Cc1c[nH]c2nc[nH]c(=O)c12	-2.9	5.8	3.7	0.6	26.8	4.2	0.0
21	COCC#Cc1ccc2c(c1)O[C@H](CN(C)CC1CCOCC1)[C@@H](C)CN([C@@H](C)CO)S2(=O)=O	-12.9	nt	-10.5	-7.2[16.7 µM]	1.8	nt	6.2
22	COc1ccc(C(C)(C)C)cc1NC(=O)CCCN1C(=O)NC(C)(C)C1=O	1.4	-3.5	-0.1	3.7	3.6	-9.2	-0.8
23	Cc1cc(C)c(OCCNC(=O)c2ccccc2Sc2ccccc2C#N)c(C)c1	12.8	11.9	-13.1	3.4	9.8	12.9	nt
24	C[C@@H]1CN([C@H](C)CO)C(=O)c2ccccc2-c2ccccc2CO[C@H]1CN(C)C(=O)Nc1cccc(F)c1	-1.7	3.9	-9.0	nt	-3.7	nt	-0.6
25	CCNC(=O)C[C@@H]1CC[C@@H]2[C@@H](COc3ccc(NC(=O)Nc4ccccc4Cl)cc3C(=O)N2C)O1	-1.7	-11.1	-6.1	12.5[16.7 µM]	4.8	9.3	-0.7
26	CCCCC(=O)NNC(=O)CC(=O)Nc1ccccc1C(=O)O	5.0	0.2	-5.7	-2.3	5.1	11.7	-1.1
27	CCC1(c2ccc(F)cc2)NC(=O)N(CC(=O)NC2CCCC(C)C2C)C1=O (stereo not drawn)	2.6	1.0	-1.6	-13.4	nt	17.3	-3.1
28	O=C(Nc1cccc(Cl)c1)Nc1ccccc1C(=O)O	-146.7	-5.8	-6.3	0.0	0.4	-119.5	0.9
29	C=CCc1c(C)[nH]c2ccc(C)cc2c1=O	nt	-2.2	nt	-0.2	nt	-130.4	nt
30	COc1ccc2c3c(n(C)c2c1)[C@H](CO)N(C(=O)NC1CCCC1)CC31CCN(C(C)=O)CC1	-7.3	nt	-7.8	nt	1.9	nt	1.6
31	ClC1(CNc2ccccc2)CCN(Cc2ccccc2)CC1	-6.7	-3.5	6.7	nt	-15.4	-4.2	0.4
32	CCCCCCCC(=O)N/N=C/c1ccco1	nt	-12.1	nt	-1.7	-14.9	-1.3	nt
33	C/C=C/c1ccc(C2[C@H]3CNC[C@@H]2N3C(=O)Nc2ccccc2Cl)cc1 (stereo partly drawn)	2.2&-22.6	7.3&-5.5	-3.2&-2.7	nt	-19.5&-0.4	-9.7&-1.4	-3.7&-1.0
34	CN(CC(=O)Nc1ccc(S(=O)(=O)N2CCCC2)cc1)CC(=O)Nc1cccc(F)c1	2.3	4.1	-2.1	-3.8	-18.6	4.0	0.8
35	COc1ccccc1C(=O)N1CCN(Cc2nc3cc([N+](=O)[O-])ccc3n2C)CC1	-4.5	-7.9	-3.6	-2.0	0.2	0.3	-3.7
36	CC1(C(=O)Nc2cccc3ccccc23)CCN1C(=O)C1(c2ccccc2)CCCC1 (stereo not drawn)	12.7	8.4	1.4	0.6	-14.1	13.1	3.7
37	Cn1c(=O)c2[nH]c(N=NNc3ccccc3F)nc2n(C)c1=O	-30.2	-1.0	2.6	nt	2.4	1.1	-0.4
38	Cc1noc(C)c1S(=O)(=O)N(C)C[C@H]1Oc2ccc(NS(=O)(=O)c3ccc(F)cc3)cc2C(=O)N([C@@H](C)CO)C[C@H]1C	3.1	nt	nt	0.6[16.7 µM]	-16.8	nt	-0.8
39	COc1ccc(NC(=O)CN(C)C(=O)c2ccc(COc3ccccc3)cc2)cc1	-11.0	4.2	-9.2	7.5	-1.3	-5.9	0.3
40	COc1ccc(C(=O)NC2CC3CCCC(C2)N3Cc2ccccc2)c(OC)c1 (stereo not drawn)	12.1	-7.3	-4.9	2.1	nt	9.5	nt
41	COc1ccc2c(c1)CCCC2=O	4.3	-7.0	3.7	nt	15.5	-3.0	-1.2
42	O=C1CCCC/C1=N\Nc1ccc(OCc2ccccc2)cc1	-65.3	1.9	2.5	nt	-23.9	-47.9	1.1
43	C[C@@H]1CN([C@@H](C)CO)S(=O)(=O)c2ccc(C#Cc3ccncc3)cc2O[C@@H]1CN(C)C(=O)C1CCC1	-27.0	-6.0	-1.2	9.6[16.7 µM]	-7.0	nt	-5.7
44	Cc1nnc(SCC(=O)NC2CCCC2)n1-c1ccccc1	-4.0	4.4	?	0.4	2.8	7.5	2.1
45	CCS(=O)(=O)NC(C)C(c1cccs1)N1CCN(c2ccc(F)cc2)CC1 (stereo not drawn)	1.0	-0.4	0.8	-0.1	-6.7	-12.7	0.1
46	Cc1cc(C)c2c(N)c(C(=O)Nc3ccccc3Br)sc2n1	-77.1	-14.6	4.0	-3.4	2.6	-104.1	-0.6
47	O=C(CCNC(=O)c1ccccc1)OCC(=O)c1cccc(Cl)c1	-5.5	12.9	8.3	nt	5.0	10.4	-0.8
48	C[C@H]1CN([C@@H](C)CO)C(=O)c2cccc(NC(=O)c3ccncc3)c2O[C@H]1CN(C)Cc1ccc(-c2ccccc2)cc1	2.9	3.9	7.7	8.4[16.7 µM]	-8.6	6.0	-1.2
49	NC(N)=NS(=O)(=O)c1ccc(NC(=S)NC(=O)Cc2ccc(Cl)cc2)cc1	5.2	1.2	-1.9	9.5	4.1	13.5	-1.3
50	Cc1ccc(S(=O)(=O)Nc2ccc3c(c2)C(=O)N([C@@H](C)CO)C[C@H](C)[C@H](CN(C)S(=O)(=O)c2ccc(C)cc2)OCCCC[C@H](C)O3)cc1	14.6	19.0	1.9	-11.1[16.7 µM]	6.0	58.4	0.5
51	CCN(C(=O)c1cc(S(=O)(=O)N2CCCCC2)c[nH]1)c1ccc(OC)cc1	-5.6	-7.1	7.3	2.1	9.2	-31.9	-2.7
52	COc1ccc(OC(=O)Cc2cccc3ccccc23)cc1	8.9	-1.3	-6.4	-0.7	nt	2.5	1.6
53	COc1ccc(OC)c(C2C3=C(CCCC3=O)Nc3nnnn32)c1 (stereo not drawn)	nt	-12.2	nt	-10.1	24.4	3.0	nt
54	Cc1ccc(S(=O)(=O)N[C@@H]2CC[C@H](CCNC(=O)C3CCCC3)O[C@H]2CO)cc1	3.3	4.7	-6.8	3.2[16.7 µM]	2.5	-5.9	-3.8
55	COc1ccc(C(C)(O)c2nc(-c3ccc(F)c(Cl)c3)cs2)cc1 (stereo not drawn)	2.7	-1.4	-12.3	5.3	-32.5	3.9	0.0
56	CC1(C)CC(CCN)(Cc2ccccc2Cl)CCO1 (stereo not drawn)	-4.9	-1.2	4.2	0.9	-11.6	9.8	-32.2
57	O=C(CSc1nnnn1C1CCCC1)Nc1ccccc1N1CCOCC1	0.0	13.2	10.3	nt	3.4	-0.6	0.4

Assay outcomes as filed in PubChem BioAssay.
